Compound activity: PubChem BioAssay, Sanford-Burnham Center for Chemical Genomics
mIAP activ: activators of mouse IAP, primary screen, biochemical, luminescence, uHTS. intestinal alkaline phosphatase [Mus musculus]. muIAP, CDP-Star luminescence, 30 min; hits give high values; 1 = vehicle-only enzyme signal, 0 = enzyme-free wells. activation factor at 10 µM. 330,000 tested, 0.24% active;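 active = activation factor of at least 2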; note: the source names both 10 and 20 µM as test concentration; values of inactives mirror those of a sister screen read the other way
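also added = chemiluminescent substrate CDP-Star | test system = mouse IAP enzyme | signal = chemiluminescence readout | compound = DMSO-dissolved test compounds | incubation = 30 min at room temperature | benchmarks = DMSO wells, no-enzyme wells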
hIAP act: human IAP activators, primary screen, biochemical, luminescence, uHTS; 330,000 tested, 0.16% active; activation factor at 10 µM; purified human IAP, CDP-Star luminescence, 30 min; hits give high values; 1 = vehicle-only enzyme, 0 = enzyme-free background; AID 2524, 2010; Intestinal-type alkaline phosphatase (Homo sapiens), P09923;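 active = activation factor of the enzyme at least 2-fold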; note: the source names both 10 and 20 µM as test concentration; values of inactives mirror those of a sister screen read the other way
HKDC1 inhibitor: HKDC1 hexokinase inhibitors, primary screen, biochemical, fluorescence, uHTS; recombinant HKDC1, G6PDH/diaphorase resazurin coupled fluorescence; inhibition, % at 20 µM; 340,000 tested, 0.16% active; AID 493160, 2011;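 active = inhibition above about 35% when tested at 20 µM, limit read from the data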;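 note: plate controls were DMSO wells with enzyme for no effect and DMSO wells lacking enzyme for full effect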
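Material: recombinant HKDC1 hexokinase; Amount: HKDC1 at 5 µg/mL; Medium: Tris pH 8.0 buffer with MgCl2, Tween-20, BSA, BME; Schedule: 90 min reaction incubation at room temperature, dark; Technique: coupled resazurin fluorescence, excitation 525 nm, emission 613 nm.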
APOBEC3A inh: APOBEC3A ssDNA deaminase inhibitors, primary screen, selectivity assay for APOBEC3G inhibitor project, biochemical, FAM/TAMRA oligo cleavage fluorescence. recombinant A3A, FAM/TAMRA ssDNA deamination fluorescence. inhibition, % at 20 µM. 330,000 tested, 0.41% active. AID 493011, 2011;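 active = at least 40% inhibition at 20 µM here, with at most 30% in a related deaminase screen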;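 note: plate controls were A3A with DMSO for no effect and wells lacking A3A enzyme for full effect; some results filed as inactive read as strong as hits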
Target sequence (P31941 whole entry, looked up): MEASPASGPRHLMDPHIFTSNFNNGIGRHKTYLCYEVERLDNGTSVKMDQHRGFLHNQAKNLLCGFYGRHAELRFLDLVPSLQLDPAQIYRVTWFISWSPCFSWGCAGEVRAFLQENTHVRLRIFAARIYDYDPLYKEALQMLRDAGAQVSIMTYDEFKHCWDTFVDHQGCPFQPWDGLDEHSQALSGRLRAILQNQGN
ATG4B inhibitor: ATG4B protease inhibitors, primary screen, biochemical, fluorescence, uHTS | Cysteine protease ATG4B (Homo sapiens), Q9Y4P1 | ATG4B cleavage of LC3-PLA2, NBD-HPC fluorescence, 1 h | inhibition, % at 8.33 µM | 340,000 tested, 0.51% active; in the data active = inhibition above about 40%
Target sequence (Q9Y4P1 whole entry, looked up): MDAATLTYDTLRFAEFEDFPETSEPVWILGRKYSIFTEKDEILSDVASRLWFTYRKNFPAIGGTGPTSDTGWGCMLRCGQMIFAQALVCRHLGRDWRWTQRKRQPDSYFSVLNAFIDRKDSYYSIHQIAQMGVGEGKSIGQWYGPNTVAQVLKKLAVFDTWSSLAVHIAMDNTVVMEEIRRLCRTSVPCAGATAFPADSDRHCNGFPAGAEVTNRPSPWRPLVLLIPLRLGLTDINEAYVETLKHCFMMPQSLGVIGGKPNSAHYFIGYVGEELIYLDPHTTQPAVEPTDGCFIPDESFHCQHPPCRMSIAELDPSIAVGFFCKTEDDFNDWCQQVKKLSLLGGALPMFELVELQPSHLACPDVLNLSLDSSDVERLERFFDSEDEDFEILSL
mIAP block: inhibitors of mouse IAP, primary screen, biochemical, luminescence, uHTS. purified mouse IAP, CDP-Star luminescence, 30 min. 330,000 tested, 0.2% active. inhibition, % at 10 µM. AID 2806, 2010;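 active = inhibition of at least 40% at 10 µM in the primary screen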;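 note: plate controls were DMSO with enzyme for no effect and no enzyme wells for full effect; values of inactives mirror those of a sister screen read the other way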
hIAP block: human IAP inhibitors, primary screen, biochemical, luminescence, uHTS; Intestinal-type alkaline phosphatase (Homo sapiens), P09923; purified IAP, CDP-Star luminescence, 30 min; 330,000 tested, 0.12% active; inhibition, % at 10 µM;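 active = inhibition reaching a set limit with compound at 10 µM in the primary screen, cut at about 35% in these data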;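 note: plate controls were DMSO wells with enzyme for no effect and no-enzyme buffer wells for full effect; values of inactives mirror those of a sister screen read the other way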
PfG6PD inh: PfG6PD enzyme inhibitors, primary screen, biochemical, fluorescence intensity, uHTS | glucose-6-phosphate dehydrogenase-6-phosphogluconolactonase (Plasmodium falciparum 3D7) | PfGluPho enzyme, NADPH resazurin-diaphorase fluorescence | inhibition, % at 20 µM | 350,000 tested, 0.78% active | AID 504690, 2011;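 active = inhibition reaching at least a set limit at 20 µM in the primary screen, cut at about 59% in these data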;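 note: 0% = DMSO wells with substrate and 100% = DMSO wells lacking glucose-6-phosphate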
The depositor's hits bear a star; · = no result given.

Compound	mIAP activ	hIAP act	HKDC1 inhibitor	APOBEC3A inh	ATG4B inhibitor	mIAP block	hIAP block	PfG6PD inh
Cc1cccc(N2CCN(C(=O)c3ccc4c(c3)CCN4S(C)(=O)=O)CC2)c1C	0.98	1.3	-2	4	-11	2	-33	5
CC(=O)c1ccc(N(C(=O)CS(=O)CC(=O)Nc2ccc(F)cc2)C(C(=O)NC2CCCCC2)c2cccs2)cc1 (configuration not stated)	0.97	1.1	-3	0	12	2	-15	-6
COc1ccc(N=C(C)C2=C(O)c3ccccc3C2=O)cc1	0.9	0.87	7	2	15	10	13	10
O=C(NCc1nnc(SCC(=O)N2CCOCC2)o1)c1cccs1	1	1	0	-2	2	-2	-2	-16
CC(=O)c1csc(COc2ccc(Cl)cc2)n1	0.95	1.7	-4	-4	-3	5	-75	-1
COc1ccc(S(=O)(=O)Nc2ccc(NC(C)=O)cc2)cc1OC	1	1.1	9	-3	-3	-2	-13	-13
CCOC(=O)[C@@H]1[C@H]2COc3ccccc3[C@@H]2N2C(=O)N(c3cccc(C)c3)C(=O)[C@]12C	0.99	0.88	-2	3	-3	1	12	-2
O=C(/C=C(O)/C=C/c1ccc(O)cc1)/C=C/c1ccc(O)cc1	0.67	0.79	5	-5	19	33	22	-3
O=C(CSc1ccc(F)cc1)Nc1ccccc1Br	0.99	1.1	-6	-7	-1	1	-8	2
N#Cc1nc(N)nc(N(c2ccccc2)c2ccccc2)n1	1.1	0.83	12	0	0	-8	17	-8
CCC(C)c1ccc(NC(=S)Nc2ccc(OC)cc2C)cc1 (configuration not stated)	1.2	0.93	3	-2	1	-21	7	-7
COc1ccc2nc3c(nc2c1)CCCC3	0.95	0.96	5	-3	-4	5	4	9
COc1ccccc1CN(C(=O)Cc1cccs1)C(C(=O)NC1CCCC1)c1ccncc1 (configuration not stated)	1.1	1.1	-1	-6	-21	-13	-7	1
O=C(CN1CCN(S(=O)(=O)c2ccccc2)CC1)Nc1ccccc1Cl	0.93	0.91	-4	4	-7	8	9	-9
COC(=O)CN1C(=O)[C@@H]2[C@H](C1=O)[C@@H]1CC(C(=O)OC)=C[C@@H](C(=O)OC)[C@@H]3C1=C(C(=O)[C@@]3(C)NC(=O)c1ccccc1)[C@@H]2C	1	0.97	-4	0	-7	-4	3	-4
CCN1CCN(C(=O)c2ccc(N3CC4CC(C3)c3cccc(=O)n3C4)c([N+](=O)[O-])c2)CC1 (configuration not stated)	0.91	1.1	-3	1	-3	9	-13	10
COc1ccc(N2C(=O)CC(N3CCN(c4ccc(Cl)cc4)CC3)C2=O)cc1 (configuration not stated)	0.97	1.1	-4	-6	-3	2	-6	0
COCCNc1nnc(SCC(=O)N2CCN(S(=O)(=O)c3ccccc3)CC2)s1	0.98	1	-7	-3	-9	2	-1	-3
Cc1nnnn1/C(=C\c1ccccc1)C(=O)OCC(=O)Nc1cccc(S(=O)(=O)N(C)C)c1	1.1	1	-3	5	-6	-6	-2	11
O=C(N/N=C/c1ccccc1O)c1ccncc1	1	1.7	-33	1	-2	-1	-71	-21
Cc1ccc(O)c(C(=O)c2cnn(-c3ccccc3)c2)c1	1	0.73	4	-4	10	-3	27	-4
CC(=O)OC1c2ccccc2C(=O)N1Cc1ccccc1Cl (configuration not stated)	0.98	0.82	-1	-7	-5	2	18	-7
CCOc1cc2c(cc1OCC)C(C(=O)O)C(c1cc(OC)c(OC)c(OC)c1)N(C)C2=O (configuration not stated)	0.91	1	-2	2	-17	9	-2	-7
c1ccc2c(c1)nc(N1CCCCCC1)c1ccccc12	1	0.9	-5	67*	8	-1	10	-6
CCOc1ccccc1NC(=O)CSc1nnc2ccc(-c3cccnc3)nn12	1.1	1.2	0	-4	-8	-15	-20	3

The results go on.
Compound	mIAP activ	hIAP act	HKDC1 inhibitor	APOBEC3A inh	ATG4B inhibitor	mIAP block	hIAP block	PfG6PD inh
CCOc1ccc(/C=C/c2[nH]c(=O)[nH]c(=O)c2[N+](=O)[O-])cc1	1	1	1	-4	-1	-4	-3	-3
Cc1ccccc1-n1nnnc1SCC(=O)NC1CC1	0.98	1	-5	-4	-6	2	-4	2
CCOc1ccc(N2C(=O)CC(SC(=NC)Nc3ccc(F)cc3)C2=O)cc1 (configuration not stated)	0.86	1.2	2	5	-4	14	-16	-21
CC(C)C(C)NC(=O)COc1ncnc2ccccc12 (configuration not stated)	0.98	1.3	-4	-5	0	2	-27	-2
CC(C)(C)[C@H]1COC(=O)[C@H](NC(=O)OCC2c3ccccc3-c3ccccc32)C/C=C\C[C@@H](CC(=O)N[C@H](CO)Cc2ccccc2)C(=O)N1	1.1	1.1	1	2	-7	-7	-7	9
Cc1ccc(C#N)c(SCc2nnc(-c3ccc(Cl)cc3)o2)n1	1.2	0.72	1	2	6	-20	28	-3
CCOc1cccc(C2C(C(=O)c3ccco3)=C(O)C(=O)N2Cc2ccncc2)c1 (configuration not stated)	1	1.1	3	-2	-9	-4	-12	0
CC(C)(C)CC(=O)Nc1cc(S(=O)(=O)N2CCCCCC2)ccc1Cl	1	0.98	-2	0	-6	-3	2	4
Cc1ccccc1NCc1ccc([N+](=O)[O-])s1	1	1.2	2	-2	2	-3	-16	6
Cc1nn(-c2ccccc2)c(C)c1NC(=O)COC(=O)C1CC(=O)N(CCc2ccccc2)C1 (configuration not stated)	1	0.92	0	-5	2	-1	8	-4
O=C(COC(=O)c1cc([N+](=O)[O-])ccc1NCCO)Nc1cccnc1Cl	0.95	1.1	2	-1	-4	5	-6	2
Cc1ccc(C(=O)OCC(=O)NCCN2C(=O)CSC2=O)cc1[N+](=O)[O-]	1	1.1	-3	2	-13	-2	-12	-8
O=C(CSc1nnc(SCc2ccc(Cl)cc2)s1)N/N=C/c1c(Cl)cccc1Cl	0.91	0.92	3	1	3	9	8	-15
COc1ccc(CC(=O)OCC(=O)N(C)C2CCS(=O)(=O)C2)cc1OC (configuration not stated)	0.85	1.1	-5	3	0	15	-10	1
C[n+]1ccc(/C=C/c2ccccc2O)c2ccccc21	0.88	0.73	3	64*	1	12	27	14
O=C(CCCN1CCC(C(=O)c2ccc(F)cc2)CC1)c1ccc(F)cc1	0.94	1.1	0	-4	-5	6	-6	4
CC(C)(C)C(=O)OCc1cn(-c2ccccc2)nn1	0.97	0.9	-2	-4	-3	3	10	-11
CCCNC(=O)c1c(N)n(-c2ccc3c(c2)OCO3)c2nc3ccccc3nc12	1.2	1.1	-1	1	-1	-18	-5	-20
C/C1=C\CCC2C(/C=C(\C)CC1)OC(=O)C2CN1CCCCC1 (configuration not stated)	0.99	1.1	-4	-1	2	1	-7	-5
CN1CCN(C(=S)NC(=O)c2ccco2)CC1	1.1	1.2	-8	-5	-4	-14	-24	5
CC1=NN(C(N)=S)C(=O)C1N=Nc1ccc(Cl)cc1Cl (configuration not stated)	0.95	1.1	-25	-9	6	5	-10	6
c1ccc(N2CCN(c3cnc4ccccc4n3)CC2)cc1	0.9	1.1	-4	10	0	10	-6	-6
CC(C)C(c1nnnn1C1CCCC1)N1c2ccccc2CC1C (configuration not stated)	0.95	0.98	-1	-1	0	5	2	-11
CC1(C)CCC(=O)N2CC[C@H]3C[C@H](OC(=O)Nc4ccc(Br)cc4)C[C@@H]1[C@H]32	1.2	1.1	2	-3	-11	-19	-14	-1
CC(CC(=O)NC(C)c1ccc2c(c1)OCCO2)c1ccccc1 (configuration not stated)	0.94	0.92	10	-4	3	6	8	-7

Next part
Compound	mIAP activ	hIAP act	HKDC1 inhibitor	APOBEC3A inh	ATG4B inhibitor	mIAP block	hIAP block	PfG6PD inh
COc1ccc(F)cc1S(=O)(=O)N1CCC2(CC1)OCCN2S(=O)(=O)c1cccs1	0.95	0.9	-4	-2	-5	5	10	14
CNC(=O)/C=C/c1cc(C(=O)c2ccc(Cl)cc2Cl)cn1C	0.99	1	1	-3	23	1	-1	6
O=C(CSC(=S)N1CCCCC1)Nc1nc(-c2ccccc2)c(-c2ccccc2)o1	0.92	0.86	14	-2	7	8	14	-12
CCOC(=O)C1=c2/c(=C/c3ccncc3)c(N)c(C(=O)OC)n2C(=O)C(c2ccncc2)S1 (configuration not stated)	0.99	0.85	2	1	-2	1	15	-1
COc1ccc(S(N)(=O)=O)cc1C(=O)OCC(=O)NC(C)(C#N)C1CC1 (configuration not stated)	0.92	1.1	-6	-4	2	8	-8	-15
Cc1cccc(CNC(=O)CC2C(=O)NCCN2C2CCCC2)c1 (configuration not stated)	0.98	1.1	0	0	2	2	-9	7
O=C(O)c1ccccc1-c1c2cc(I)c(=O)c(I)c-2oc2c(I)c(O)c(I)cc12	0.84	0.91	69*	16	-6	16	9	-122
CCN(CC)C(=O)[C@H]1C[C@H](CC(=O)NCc2ccco2)C(=O)N2CCc3c([nH]c4cc(-c5ccco5)ccc34)[C@]12C	1.2	·	1	2	·	-15	·	16
Cc1cccc(OCCCCNCc2ccccc2)c1	1	1.2	-8	0	-5	-1	-17	-1
COc1ccc2c(c1)c(C(=O)N/N=C/c1cn(C)c3ccccc13)c(C)n2C	1	0.98	-2	-3	-20	-4	2	25
COc1ccc(C(CNC(=O)C(=O)NC2CCCC2)N2CCN(C)CC2)cc1 (configuration not stated)	0.95	0.9	-1	-4	4	5	10	-12
Cc1ccc(CNCC2CCCO2)o1 (configuration not stated)	0.95	0.99	-2	1	-13	5	1	6
O=C(Nc1nc(-c2ccc(Cl)s2)cs1)c1ccncc1	0.89	0.88	6	-5	-21	11	12	-7
Cn1c(=O)c2c(nc(CN3CCN(C(=O)c4ccco4)CC3)n2Cc2cccc(Cl)c2)n(C)c1=O	1	0.88	-6	1	-2	-1	12	-15
CCCOC(=O)Cc1c(O)c2ccccc2[nH]c1=O	1.1	1.3	-6	-1	2	-8	-34	-7
CC1c2ccccc2SC(CCCN(C)C)c2ccccc21 (configuration not stated)	0.93	1.1	-3	6	1	7	-7	29
Nc1nc(-c2ccc([N+](=O)[O-])cc2)c(C(=O)Nc2ccc(Cl)cc2)s1	0.99	1	-11	-2	3	1	0	-19
S=C(Nc1ccc(CN2CCCCC2)cc1)Nc1cccc(Cl)c1Cl	0.82	1.1	4	-5	9	18	-5	4

Single records, from the list above.
S=C(Nc1ccc(CN2CCCCC2)cc1)Nc1cccc(Cl)c1Cl across the screens: mIAP activ: 0.82; hIAP act: 1.1; HKDC1 inhibitor: 4; APOBEC3A inh: -5; ATG4B inhibitor: 9; mIAP block: 18; hIAP block: -5; PfG6PD inh: 4
CCN(CC)C(=O)[C@H]1C[C@H](CC(=O)NCc2ccco2)C(=O)N2CCc3c([nH]c4cc(-c5ccco5)ccc34)[C@]12C across the screens: mIAP activ: 1.2; hIAP act: ·; HKDC1 inhibitor: 1; APOBEC3A inh: 2; ATG4B inhibitor: ·; mIAP block: -15; hIAP block: ·; PfG6PD inh: 16
